KinaseGlo FLuc: blocks Kinase-Glo luciferase, a counter-screen artifact | 0.28% of 200,000 active | Potency, µM (doses to about 38.3 µM), for the others: top-dose activity change, negative = inhibition, most hits filed as inhibitors | Kinase-Glo luciferase, ATP luminescence, 8 min; also: % is scaled to controls: 0 for no effect and ±100 for the full control effect; nearly all actives have a fitted effect of over 60% in size
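Compound is pinned into ATP-containing buffer (10 uM ATP, imidazole pH 7.2, 7 mM MgCl2). Kinase-Glo luciferase reagent is then added. Light output is recorded following an 8-min room-temperature incubation.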
SMN2 splice up: increases expression of the SMN2 splice variant; HEK293 SMN2-luciferase splicing reporter, luminescence, 30-36 h; Potency, µM (highest dose often 46.1 µM), without a hit: at the highest dose activity change, positive = activation, hits mostly activators; 2.8% of 210,000 active; AID 1458; also: % of control where 0% means no effect; nearly all actives have a fitted effect of over 55% in size
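HEK293 cells carry an SMN2 […]–luciferase reporter in which exon 7 inclusion puts luciferase in frame. Cells were plated 10-12 h before compound addition, then incubated 30-36 h at 37C. ONE-Glo luminescence was read; sodium butyrate at 4.5 mM final served as control.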
ALDH1A1 block: blocks purified human ALDH1A1 activity | 7.3% of 220,000 active | Potency, µM (series often up to 75.3 µM), inactives show at the highest dose activity, negative = inhibition, actives largely listed as inhibitors | P00352 | Purified ALDH1A1, NADH fluorescence, propionaldehyde substrate; active = well fitted inhibition curve with a large enough effect, not every such curve was filed as active; inconclusive = small, poorly fitted or top-dose-only effect, or another doubt; inactive = no such curve, though single readings can be large or run the other way;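 also: plate controls were no enzyme wells and a reference inhibitor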
Target sequence (P00352 whole entry, looked up): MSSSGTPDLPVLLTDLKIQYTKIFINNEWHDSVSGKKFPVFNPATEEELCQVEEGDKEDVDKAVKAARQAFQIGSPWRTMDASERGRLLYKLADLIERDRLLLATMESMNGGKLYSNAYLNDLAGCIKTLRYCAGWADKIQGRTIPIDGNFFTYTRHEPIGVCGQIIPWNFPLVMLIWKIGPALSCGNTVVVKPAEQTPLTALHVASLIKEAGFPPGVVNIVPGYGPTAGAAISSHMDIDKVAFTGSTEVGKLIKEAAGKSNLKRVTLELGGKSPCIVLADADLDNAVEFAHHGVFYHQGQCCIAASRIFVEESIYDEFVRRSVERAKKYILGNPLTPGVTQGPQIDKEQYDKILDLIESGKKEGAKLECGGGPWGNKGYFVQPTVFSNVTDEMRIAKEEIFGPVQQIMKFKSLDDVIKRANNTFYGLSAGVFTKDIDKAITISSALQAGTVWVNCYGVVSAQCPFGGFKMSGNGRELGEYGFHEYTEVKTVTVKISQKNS
L3MBTL1 inh: L3MBTL1 (human) inhibition | AlphaScreen L3MBTL1–H3K9me1 peptide binding | Potency, µM (top dose mostly 57.1 µM), for the others: at the highest dose activity, negative = inhibition, usual class: inhibitors | 0.66% of 230,000 active; also: % is scaled to controls: 0 for no effect and ±100 for the full control effect; nearly all actives have a fitted effect of over 60% in size
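L3MBTL1 50 nM + b-AHA-H3(1-15)K9me1 75 nM, 30 min RT; compound added, 30 min RT; streptavidin donor/Ni-chelate acceptor beads 10 ug/mL each final, 30 min RT dark; AlphaScreen read.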
JMJD2E inh: blocks human JMJD2E demethylase activity. B2RXH2. JMJD2E catalytic domain, FDH-coupled NADH fluorescence (FDH is formaldehyde dehydrogenase). Potency, µM (highest dose often 57.1 µM), without a hit: top-dose activity change, negative = inhibition, most hits filed as inhibitors. 1.6% of 230,000 active; active = well fitted inhibition curve with a large enough effect, not every such curve was filed as active; inconclusive = small, poorly fitted or top-dose-only effect, or another doubt; inactive = no such curve, though single readings can be large or run the other way;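 also: 0% = wells with enzyme and -100% = buffer wells without enzyme; nearly all actives have a fitted effect of over 50% in size; many of its hits are not listed in these tables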
RECQ1 inh: inhibitors of human RECQ1 DNA helicase. P46063. RECQ1 DNA unwinding, red fluorescence kinetic read. Potency, µM (titrated, usually from 57.3 µM), without a hit: top-dose activity, negative = inhibition, usual class: inhibitors. 0.54% of 240,000 active. AID 2549;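 also: plate controls were vehicle for no effect and no enzyme for full effect; nearly all actives have a fitted effect of over 30% in size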
Target sequence (P46063 whole entry, looked up): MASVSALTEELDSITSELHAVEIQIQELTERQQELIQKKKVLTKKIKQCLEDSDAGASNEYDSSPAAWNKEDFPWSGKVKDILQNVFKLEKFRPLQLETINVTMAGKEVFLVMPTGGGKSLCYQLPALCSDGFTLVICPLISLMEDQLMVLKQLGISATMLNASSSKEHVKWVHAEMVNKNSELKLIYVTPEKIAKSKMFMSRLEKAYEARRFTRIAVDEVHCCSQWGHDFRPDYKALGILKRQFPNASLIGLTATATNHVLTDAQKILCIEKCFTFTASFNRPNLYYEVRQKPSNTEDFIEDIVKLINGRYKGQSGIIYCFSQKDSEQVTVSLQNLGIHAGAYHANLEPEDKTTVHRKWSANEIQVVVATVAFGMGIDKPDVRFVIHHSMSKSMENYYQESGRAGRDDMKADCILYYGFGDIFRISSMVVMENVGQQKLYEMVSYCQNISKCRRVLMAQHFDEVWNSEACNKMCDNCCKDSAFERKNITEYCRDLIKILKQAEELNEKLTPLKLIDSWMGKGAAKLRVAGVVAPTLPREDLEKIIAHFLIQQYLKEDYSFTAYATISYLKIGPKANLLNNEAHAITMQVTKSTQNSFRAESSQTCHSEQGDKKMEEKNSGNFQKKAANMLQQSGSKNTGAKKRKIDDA
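RECQ1T1 50 nM; forked duplex (20 bp + 30-nt ss tails) 200 nM, ATP 2 mM final; pH 8.0, 2 mM MgCl2, 2.5 ug/ml poly(dI-dC); 15 min compound preincubation; discontinuous kinetic read over 2 h at RT.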
Tau fibril ThT: tau fibrillization inhibition (ThT binding). P10636. recombinant tau K18 P301L, heparin-induced fibrillization, ThT fluorescence. Potency, µM (series often up to 57.4 µM), inactives show at the top dose activity, negative = inhibition, most hits filed as inhibitors. 2.1% of 270,000 active. AID 1460; also: % is scaled to controls: 0 for no effect and ±100 for the full control effect; nearly all actives have a fitted effect of over 55% in size
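Fibril formation assay: tau K18 P301L at 15 uM with trace Alexa 594 label, heparin inducer 20 uM, pH 7 sodium acetate buffer, 37 C for 6 hr; endpoint ThT signal.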
Lamin A splicing: modulators of lamin A splicing; 0.01% of 200,000 active; HeLa LMNA splicing GFP/RFP minigene ratio, 48 h; Potency, µM (top dose mostly 46.1 µM), for inactives: at the highest dose ratio change, negative = inhibition, hits mostly inhibitors; active = well fitted inhibition curve with a large enough effect in the signal ratio, with a control signal flat, not every such curve was filed as active; inconclusive = small, poorly fitted or top-dose-only effect, or effect the other way, or a change in a side signal; the % refers to the signal ratio; also: % is scaled to controls: 0 for no effect and ±100 for the full control effect
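S3 HeLa cells stably expressing lamin A-EGFP splicing minigene plus DsRed2, 600 cells/well, 48 h compound exposure at 37C. Laser-scanning cytometry; analysed as GFP (500-530 nm)/RFP (575-640 nm) total intensity ratio; 0.5% DMSO vehicle.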
* = called active by the depositor; i = inactive; ? = inconclusive; . = no result given; & = joins results of further samples; [ ] = another dose, or the depositor's remark. Unless noted, calls follow the shape of the dose curve; as a rule, active = well fitted curve in the direction sought with a large enough effect; inconclusive = small, poorly fitted or top-dose-only effect, or another doubt; inactive = no such curve, though single readings can be large; an effect the other way counts as inactive or inconclusive. Potency is read from the fitted curve at half-maximal effect. Some of the compounds tested. The share of hits here may be higher or lower than overall.

SMILES	KinaseGlo FLuc	SMN2 splice up	ALDH1A1 block	L3MBTL1 inh	JMJD2E inh	RECQ1 inh	Tau fibril ThT	Lamin A splicing
CC(=O)c1ccc(NC(=S)Nc2ccn(Cc3ccc(Br)cc3)n2)cc1	2%	-1%	?	-2%[11.4 µM]	-2%	-10%	10%	?
COc1ccc(N2CSC3=C(C#N)C(c4cccs4)CC(=O)N3C2)cc1 (configuration not stated)	-9%	?	2µM*	?	2%	-6%	13µM*	5%
CCC(Sc1ccccn1)C(=O)Nc1cccc([N+](=O)[O-])c1 (configuration not stated)	.	.	-6%	7%	?	i	-7%	.
CCn1c([N+](=O)[O-])nc2c1c(=O)[nH]c(=O)n2C	0%	-98%[inhibitor]	16µM*	20%	-10%	-11%	-15%	?
CCCCCOc1ccc(CSc2ncn[nH]2)cc1	1%	11µM*	-3%	15%	3%	-3%	-13%	?
CCN(CC)S(=O)(=O)c1ccc(Cl)c(C(=O)NCC2CCCO2)c1 (configuration not stated)	0%	-13%	-3%	0%	1%	i	2%	3%
O=C(NCCCCCc1nc2ccccc2[nH]1)c1ccccc1Cl	.	.	.	.	?	-11%	-10%	?
Cc1ccc2[nH]c(O)c(N=NC(=O)C(C)n3cnc4ccccc4c3=O)c2c1 (configuration not stated)	-1%	-5%	-3%	-8%	2%	-1%	?	?
COc1ccc(CSc2nnc(C)n2N)cc1Br	-3%	6%	15%	1%	1%	-3%	4%	3%
N#Cc1c2c(c(Nc3ccccc3)n3c1nc1ccccc13)CCC2	1%	-5%	-2%	12%	?	-15%	-28%	-3%
Nc1nnc(-c2ccc(Cl)c(Cl)c2)s1	3%	3%	?	?	?	-10%	?	.
CCn1c(=O)cc(OCC(=O)N2CCN(c3cccc(C(F)(F)F)c3)CC2)c2ccccc21	-5%	-79%[inhibitor]	11µM*	-12%	-6%	-6%	?	2%
Cc1cc(C)c(S(=O)(=O)Nc2ccc(C(N)=O)cc2)c(C)c1	-1%	.	6%	-3%	-9%	10%	0%	?
O=C(CCCc1nc(-c2ccccc2Cl)no1)NCc1cccnc1	.	.	-3%	-1%	2%	-6%	-4%	?
O=S(=O)(c1ccccc1)N1CCC2(CC1)CN(Cc1ccccc1)C2	-2%	-1%	13%	.	.	i	.	.
NC(=O)C1CCN(C2=C(NS(=O)(=O)c3ccc(Cl)cc3)C(=O)c3ccccc3C2=O)CC1	.	.	.	?	-25%	3%	16µM*	.
CC(=O)N1c2ccccc2C2(O)N=C(C)SC12 (configuration not stated)	-1%	-80%[inhibitor]	2%	-6%	-14%	1%	5%	-5%
CCCCO	.	-1%&-2%	10%	.	.	-13%&-6%	.	?
CCc1cc2c(=O)c(-c3nc4ccccc4n3C)c(C)oc2c(CN2CCN(C)CC2)c1O	0%	-4%	?	-2%	?	i	-6%	-16%
COc1ccc(CNC(=O)CSc2nnc(-c3cccnc3)n2N)cc1	-4%	7%	-7%	1%	-6%	-14%	-6%	?
Cc1ccc(S(=O)(=O)N[C@@H](CC(C)C)C(=O)NCc2ccco2)cc1	1%	-19%	0%	1%	0%	i	-6%	-4%
COc1ccc(OC)c(NC(=O)c2cc3c(Cl)nc4ccccc4c3s2)c1	-2%	-8%[1.84 µM]	?	4%	4%	-1%	-6%	-9%
CCN1CN(CCc2ccccc2)CNC1=S	-1%	-3%	-1%	-2%	3%	-5%	0%	-7%
CSc1nc(N)nc(SCC(=O)CC(=O)OC(C)C)c1C#N	2%	0%	-7%	-11%	7%	-3%	-9%	24%
CC(C)N(C(=O)CN1C(=O)NC2(CCCCCC2)C1=O)C(C)C	-4%	-4%	-4%	.	7%	1%	-1%	2%
Fc1ccc(NC(=S)NC2CCCCC2)c(F)c1F	.	.	-7%	-10%	-7%	4%	4%	?
CSc1ccc(C(=O)C2CCCN(Cc3cccc4nccnc34)C2)cc1 (configuration not stated)	.	.	.	-25%	-14%	i	-4%	.
CC(C)CN(CC(C)C)C(=O)CCCC(=O)N(CC(C)C)CC(C)C	-2%	-4%	-3%	10%	11%	-3%	-2%	2%
O=C(c1cnccn1)N1CCC2(CCN(Cc3cc(C(F)(F)F)cc(C(F)(F)F)c3)CC2)CC1	-5%	-11%	8%	.	.	-9%	.	.
CC(=O)/C=C(\C)NCCNc1c(F)c(F)c(CO)c(F)c1F	.	.	8%	-4%	0%	i	0%	0%

Arranged by value in L3MBTL1 inh (ascending): three of the compounds above.
structure,SMN2 splice up,ALDH1A1 block,L3MBTL1 inh,JMJD2E inh,RECQ1 inh,Tau fibril ThT,Lamin A splicing
CSc1nc(N)nc(SCC(=O)CC(=O)OC(C)C)c1C#N,0%,-7%,-11%,7%,-3%,-9%,24%
Cc1ccc(S(=O)(=O)N[C@@H](CC(C)C)C(=O)NCc2ccco2)cc1,-19%,0%,1%,0%,i,-6%,-4%
COc1ccc(OC)c(NC(=O)c2cc3c(Cl)nc4ccccc4c3s2)c1,-8%[1.84 µM],?,4%,4%,-1%,-6%,-9%

Next records follow:
SMILES	KinaseGlo FLuc	SMN2 splice up	ALDH1A1 block	L3MBTL1 inh	JMJD2E inh	RECQ1 inh	Tau fibril ThT	Lamin A splicing
CCn1c(SCc2nc3ccccc3[nH]2)nnc1-c1ccc(OC)cc1	-3%	-34%[inhibitor]	1%	-2%	3%	i	-5%	16%
O=C(NCC(c1cccnc1)N1CCOCC1)NC1CCCCC1 (configuration not stated)	.	.	0%	.	3%	-11%	-5%	.
O=S(=O)(NC1CCN(Cc2ccccc2)CC1)c1ccc2ccccc2c1	1%	-36%[inhibitor]	22µM*	-19%	-8%	-8%	-8%	-16%[46 µM]
COc1ccc(NC(=O)C(=O)N/N=C/c2cccnc2)c(OC)c1	5%	-5%	3%	3%	-28%	i	?	1%
O=c1c(Cl)c(NCc2ccccc2Cl)cnn1C12CC3CC(CC(C3)C1)C2	5%	-51%[inhibitor]	?	1%	-13%	2%	?	-5%
COCCn1nnnc1C(c1cccs1)N1CCCC(C)C1 (configuration not stated)	-1%	8%	11µM*	0%	8%	i	5%	12%[46 µM]
CCN(CC)S(=O)(=O)c1cccc(NC(=O)COC(=O)CCC(=O)c2ccc(F)cc2)c1	1%	7%	-3%	3%	-2%	-15%	-6%	-5%
O=C(Nc1cccnc1)C1(c2ccccc2)CCCC1	2%	17%	-8%	.	6%	11%	-6%	1%
CCOC(=O)C1=C(C)Nc2ccccc2N=C1NC(=O)Cc1ccc(OC)cc1	-1%	14%	-10%	4%	-3%	-17%	3%	3%
COc1ccc(-c2[nH]c(-c3ccc(C(=O)O)cc3)nc2-c2ccccc2)cc1	-3%	-5%	?	0%	?	-6%	?	-7%
Cc1nc2cnc(Nc3ccccc3)nc2n(C)c1=O	-4%	9%	-10%	.	.	i	.	.
COc1ccccc1/C=C/C1NC(=O)NC(C)=C1C(=O)OC(C)C (configuration not stated)	1%	-9%	24%	9%	-2%	i	-2%	.
CN(C)C(=O)c1ccccc1-c1ccccc1	-3%	?	-8%	12%[11.4 µM]	4%	-2%	-16%	-1%
CC(C)NC(=O)C1(c2ccccc2)CC1(Cl)Cl (configuration not stated)	-1%	-4%	7%	0%	3%	-11%	-3%	-8%
CCSc1nc2ccc(C)cc2cc1C#N	8%	-11%	6%	23%	-25%	i	4%	8%[46 µM]
CCOc1cc(C2CC(=O)NC3=C2C(=O)C(C(=O)OC)C(C)C3)cc(Br)c1O (configuration not stated)	-2%	1%	12%	1%	2%	-2%	-2%	0%
CCOc1ccccc1Nc1nc(N)nc(CN2CCCCC2C)n1 (configuration not stated)	-4%	.	2%	-3%	-2%	-10%	-6%	.
C=CCN1CCN(C(c2ccccc2)c2nnnn2CCC(C)C)CC1 (configuration not stated)	-2%	0%	-1%	10%	0%	i	3%	20%
Cc1ccc(-c2c(C)cc3oc(=O)cc(-c4ccccc4)c3c2C)cc1	1%[39.9 µM]	.	-1%	-5%	.	i	-20%[81.4 µM]	.
COC(=O)[C@@H]1C[C@H]2CC[C@H](O)C[C@H]2N1Cc1ccc(N2CCN(C)CC2)cc1	-6%	-14%	-1%	.	-19%&3%	-2%	-3%&-6%	.
COc1cccc(CNC(=O)C2CCCN(c3nn4c(=O)cc(C)nc4s3)C2)c1 (configuration not stated)	2%	-9%	?	3%	0%	-9%	-6%	6%
O=c1[nH]c(=O)c2nc3ccccc3nc2[nH]1	1%	6%&9%	?	13%	?	-2%	-11%&-8%	?
Cc1cc(/C=N/NC(=O)c2c(Br)cnn2C)c(C)n1-c1cccc(Br)c1	3%	-43%[inhibitor]	?	?	?	-8%	?	?
CC(C)n1nc(C(=O)N2CCN(S(=O)(=O)c3cccs3)CC2)c2ccccc2c1=O	.	.	.	-5%	-5%	-3%	1%	.
COc1cccc(CN(CC2CCCO2)S(=O)(=O)c2ccc(S(=O)(=O)N(C)C)cc2)c1 (configuration not stated)	-3%	-23%	2.8µM*	.	9%	-12%	-12%	-8%
Cc1cccc(NC(=O)CN2C(=O)N/C(=C/c3cc(C)n(-c4ccncc4)c3C)C2=O)c1	-5%	22%	2%	-7%	-20%	i	-1%	-1%
O=C1O/C(=C/Br)CCC1c1cccc2ccccc12 (configuration not stated)	-2%	-43%[inhibitor]	0.5µM*	.	1%	0%	18µM*	?
Cc1nnc(SCC(=O)Nc2ccc(Cl)cn2)s1	2%	12%	-11%	12%	-5%	8%	-5%	0%
Cc1ccc2oc(C(=O)Nc3nnc(C)s3)c(C)c2c1	-5%	16µM*	4%	.	3%	-16%	-8%	-4%
O=C(CSc1nnc(CN2CCOCC2)n1-c1ccc(Cl)cc1)Nc1cc(Cl)ccc1O	-4%	9%	7%	.	-2%	-6%	-13%	?
CCN1C(=O)c2cccc3cccc1c23	0%	?	?	.	-11%	-4%	-11%	-24%
Cc1ccc(NC(=O)C(c2ccc(Cl)cc2Cl)N2CCCC2)cc1 (configuration not stated)	0%	-8%	8%	2%	-6%	-9%	-11%	-2%
S=C1NC(c2ccccc2)=CC(c2ccccc2)N1 (configuration not stated)	0%	-8%	0.89µM*	-4%	-2%	i	-6%	-25%[46 µM]
Cc1ccc(/C(O)=C2/C(=O)C(=O)N(CCN3CCOCC3)C2c2cccs2)cc1 (configuration not stated)	3%	9%	-5%	5%	2%	-8%	-10%	8%

Screening data as filed in PubChem BioAssay.
